PKA-R2B act: activators of PKA-R2B holoenzyme, primary screen, biochemical, fluorescence polarization, Cy5-IP20, human; PKA-R2B holoenzyme dissociation; R2B truncated from residue 108, S112A mutant; 0% DMSO only, 100% 113 µM cGMP; activation, % at 11.4 µM; 340,000 tested, 0.079% active; cAMP-dependent protein kinase catalytic subunit beta (Homo sapiens) + cAMP-dependent …;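 active means activation above a cutoff set at the mean over all compounds plus 3 SD, cut at about 18% in these data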;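 further: higher means more holoenzyme dissociation and a rise in polarization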
Arr AP2 block: inhibitors of beta-arrestin/AP2 binding, primary screen, biochemical, GPCR trafficking, flow cytometry; FITC-arrestin peptide / GST-AP2 beads; AP2 beta2 appendage carries R879A mutation; inhibition, % at 10 µM; 340,000 tested, 0.31% active;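 active means inhibition above a set limit, near 3 SD of compounds lacking own fluorescence, cut at about 54% in these data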;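 further: plate controls were DMSO wells for no effect and 5 µM unlabelled arrestin peptide for full effect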
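test system = AP2 appendage R879A on GSH beads | buffer or medium = PBS plus Tween 20 (0.05%) and BSA (0.1%) | incubation = 12 min plus 1 h, RT | detection = bead flow cytometry, FITC channel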
SR-BI DiI inh: inhibitors of SR-BI mediated HDL lipid uptake, primary screen, ldlA[mSR-BI] cells, fluorescence, single point; inhibition, % at 12.5 µM; Scavenger receptor class B member 1 (Mus musculus), Q61009; AID 488896, 2010; 320,000 tested, 0.96% active; ldlA[mSR-BI] CHO cells, DiI-HDL uptake fluorescence, 3 h;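 active means mean replicate inhibition of at least 70% and a set share of replicates each scoring 70 or more; inconclusive means meets just one of the two criteria; inactive means fails both criteria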;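 further: 0% = median of neutral control wells and 100% = median of positive control wells; values of inactives mirror those of a sister screen read the other way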
Target sequence (Q61009 whole entry, looked up): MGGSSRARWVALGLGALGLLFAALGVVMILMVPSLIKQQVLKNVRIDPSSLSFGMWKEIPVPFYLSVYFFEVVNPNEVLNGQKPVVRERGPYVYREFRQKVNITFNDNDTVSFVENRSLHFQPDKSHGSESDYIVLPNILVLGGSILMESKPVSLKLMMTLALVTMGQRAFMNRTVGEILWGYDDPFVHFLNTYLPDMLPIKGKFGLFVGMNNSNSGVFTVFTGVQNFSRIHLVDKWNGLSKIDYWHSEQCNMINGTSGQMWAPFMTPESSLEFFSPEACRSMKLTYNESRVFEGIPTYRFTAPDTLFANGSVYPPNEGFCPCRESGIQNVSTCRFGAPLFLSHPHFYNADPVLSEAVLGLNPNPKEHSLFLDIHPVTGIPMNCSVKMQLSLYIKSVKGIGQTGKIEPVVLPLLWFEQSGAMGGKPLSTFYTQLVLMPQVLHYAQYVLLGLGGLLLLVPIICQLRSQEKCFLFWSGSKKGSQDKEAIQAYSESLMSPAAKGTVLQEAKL
Pemphigus Ab inh: inhibitors of pemphigus antibody binding to DSG3, primary screen, biochemical, bead-based, flow cytometry, scFv-GFP; Desmoglein-3 (Homo sapiens), P32926; DSG3-coupled beads, scFv-anti-DSG3-GFP binding; stronger effect = lower value; binding (percent of control), % at 10 µM; 310,000 tested, 0.48% active;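 active means binding more than 3 SD below its plate's average and above zero; inconclusive means below that plate limit but binding exactly zero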;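 further: hits lower antibody fragment binding to DSG3; some compounds called inactive have numbers as strong as hits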
PKA-R1A activ: activators of PKA-R1A holoenzyme, primary screen, biochemical, fluorescence polarization, Cy5-IP20, bovine R1A, mouse PKAc | cAMP-dependent protein kinase type I-alpha regulatory subunit (Bos taurus) + … | PKA-R1A dissociation; scaled: DMSO 0%, 113 µM cGMP 100% | activation, % at 11.4 µM | 340,000 tested, 0.083% active | AID 504707, 2011;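 active means percent activation above the mean of all tested compounds plus 3 SD, cut at about 19% in these data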;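 further: higher means more PKAc released from R1A so a rise in polarization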
SUMO Mot1 rescue: yeast Mot1-301 growth rescue at high temperature, primary screen, SUMOylation pathway inhibitor project, S. cerevisiae, ATP luminescence, 38.5C; S. cerevisiae Mot1-301 growth rescue; percent above DMSO median, 100 means doubled; growth rescue, % at 18.8 µM; 320,000 tested, 1% active;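 active means every valid replicate shows activation above 250% relative to neutral control wells; inactive means the rest, any valid replicate at or below 250%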;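 further: OY570 slx delta 5 strain wells were the positive control but not used for scaling; some compounds called inactive have numbers as strong as hits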
NSD2 inh: NSD2 histone methyltransferase inhibitors, primary screen, biochemical, AlphaScreen, single concentration, set 2. Histone-lysine N-methyltransferase NSD2 (Homo sapiens), O96028. NSD2 peptide methylation, 120 min. inhibition, % at 12.5 µM. 310,000 tested, 0.54% active; in the data active means inhibition above about 50%
MITF TRPM1 HTS: activators of MITF-driven TRPM1 promoter reporter, primary screen, cell-based, SK-MEL-5, luciferase, single point; SK-MEL-5 TRPM1-promoter luciferase, 24 h; % of positive control, neutral wells = 0; activation, % at 12.5 µM; 300,000 tested, 0.75% active;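 active means mean activation of at least 80% with every replicate also reaching 80%; inconclusive means mean reaches 80% but some replicate falls short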;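 further: 0% = neutral control wells and 100% = parthenolide positive control wells; values of inactives mirror those of a sister screen read the other way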
CDK5 inh: inhibitors of human CDK5/p35 kinase, primary screen, biochemical, single concentration | AID 488839, 2010 | inhibition, % at 10 µM | Cyclin-dependent kinase 5 (Homo sapiens) + Cyclin-dependent kinase 5 activator 1 (Homo … | Recombinant CDK5/p35, ADP-Glo luminescence, 60 min | 330,000 tested, 0.01% active;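 active means highest replicate inhibition of at least 50% and at least 75% of replicates reaching 50%; inconclusive means only one of the two criteria met; inactive means both criteria failed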;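 further: plate controls were DMSO neutral control for no effect and GW8510 at 10 µM for full effect; many of its hits are not listed in these tables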
dFosB activator: activators of delta FosB homodimer, primary screen, biochemical, fluorescence polarization, TAMRA-CDK5 oligo, single point; Protein FosB (Mus musculus), P13346; activation, % at 25 µM; purified delta FosB; percent of positive-control signal above neutral wells; 340,000 tested, 0.99% active;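 active means mean activation above about 17%, with every replicate also reaching it, limit read from the data, passing the limit was not always enough; inconclusive means only one of the two conditions met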;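 further: fluorescence polarization rise as delta FosB binds a TAMRA Cdk5 AP-1 oligo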
Target sequence (P13346 whole entry, looked up): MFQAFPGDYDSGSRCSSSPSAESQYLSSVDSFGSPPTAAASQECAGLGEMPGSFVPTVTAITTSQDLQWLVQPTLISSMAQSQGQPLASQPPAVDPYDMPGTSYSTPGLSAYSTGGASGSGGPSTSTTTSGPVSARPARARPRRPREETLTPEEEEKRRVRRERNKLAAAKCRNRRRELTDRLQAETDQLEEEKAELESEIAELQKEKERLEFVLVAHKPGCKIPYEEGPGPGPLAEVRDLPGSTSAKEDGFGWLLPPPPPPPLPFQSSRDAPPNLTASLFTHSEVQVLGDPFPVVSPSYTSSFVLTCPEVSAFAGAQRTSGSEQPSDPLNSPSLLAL
SR-BI uptake up: activators of SR-BI mediated DiI-HDL uptake, primary screen, ldlA[mSR-BI] CHO cells, DiI fluorescence. AID 504775, 2011. 3 h; 100 = double the neutral-control signal. 320,000 tested, 0.096% active. activation, % at 12.5 µM;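 active means mean replicate activation of at least 60% and every replicate at or above 60%; inconclusive means mean or all-replicate condition met, but not both; inactive means mean below 60% and not all replicates reaching 60%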;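 further: 0% = median plate neutral-control signal and 100% = twice that signal; values of inactives mirror those of a sister screen read the other way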
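System: LDL receptor-deficient CHO ldlA cells overexpressing murine SR-BI | Timing: 3 h uptake period with compound, 37 °C | Medium: HEPES-buffered (25 mM, pH 7.4) F12 plus 0.5% BSA | Dosing: Single-point compound dose | Signal: Bottom-read fluorescence, 550/595 nm | Read-out: Retained DiI signal reflecting DiI-HDL uptake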
* = called active by the depositor; ? = inconclusive; · = no result given. Random draw from the library (roughly 4.7% active in at least one column).

SMILES	PKA-R2B act	Arr AP2 block	SR-BI DiI inh	Pemphigus Ab inh	PKA-R1A activ	SUMO Mot1 rescue	NSD2 inh	MITF TRPM1 HTS	CDK5 inh	dFosB activator	SR-BI uptake up
CC(=O)c1ccc(OC(=O)C2CSC3(C)CCC(=O)N23)cc1 (configuration not stated)	4	1	-32	106	4	-4	10	6	-2.8	-1	32
O=C(N/N=C/c1cc([N+](=O)[O-])ccc1O)NC12CC3CC(CC(C3)C1)C2	-5	-8	5	99	-6	-10	1	-11	-1.1	3	-5
N#Cc1c(N)nc2c(c1-c1ccc(Br)s1)CCCC2	-8	-15	10	99	2	2	-2	0	-1.2	4	-10
CCOc1cc(CNCc2ccc3c(c2)OCO3)ccc1OC	-10	-11	-2	109	10	-9	1	4	0.5	-1	2
COc1cccc(CN(C)C(=O)C2CCC(=O)N(Cc3cccc(F)c3)C2)c1 (configuration not stated)	2	42	-9	100	-5	722*	-4	-2	-1.0	0	9
COC(=O)CCCC1=CC2=C(c3ccccc3)C(=O)C(C)(OC(=O)C3CCCC3)C(=O)C2=CN1C1CC1 (configuration not stated)	0	23	-13	102	-4	5	·	1	0.0	3	13
Cc1ccc(NC(=O)CN2CCc3ccccc3C2)cc1C	-1	-9	-6	120	-11	-5	-1	·	-1.4	-5	6
COc1cc(OC)c2c(=O)cc(-c3ccccc3)oc2c1	8	3	52	·	2	7	·	47	-0.3	-54	-52
COc1ccc(NC(=O)CN2CCCN(S(=O)(=O)c3ccc(F)cc3)CC2)c(OC)c1	9	17	12	98	-2	-15	1	13	0.6	-5	-12
COC(=O)c1ccccc1NC(=O)N1CCN(S(C)(=O)=O)CC1	-4	-1	1	106	-7	1	-1	-2	-4.9	-2	-1
CC(=O)Nc1ccc(S(=O)(=O)NCCCN2CCOCC2)cc1	-2	-5	·	·	-1	16	-2	10	1.8	5	·
Cc1ccc(S(=O)(=O)NCC(=O)NC2CCCCCC2)cc1	-4	2	-3	103	-5	-11	·	2	-0.2	-12	3
CCCN1CCC(NC(=O)C2CCCCC2C(=O)O)CC1 (configuration not stated)	1	-4	-21	115	3	-7	0	-3	-0.6	-2	21
CC(C)(C)[C@@H]1COC(=O)[C@H](Cc2ccc(F)cc2)CC/C=C\C[C@@H](CC(=O)NCCO)C(=O)N1	0	26	-17	105	-4	·	·	-12	-0.2	-4	17
Cc1cc(Cl)ccc1C(=O)C1CCCN(C(=O)c2ccc3ncccc3c2)C1 (configuration not stated)	-4	27	·	103	-4	-17	9	-3	0.4	-2	·
COCC(C)NC(=O)C1CCN(S(=O)(=O)c2ccc3ccccc3c2)CC1 (configuration not stated)	-7	-7	-12	101	-5	-3	-5	14	0.1	0	12
CCN(C(=O)CSc1nnc(-c2ccccc2)n1C)C1CCS(=O)(=O)C1 (configuration not stated)	1	-3	-41	99	-6	3	-2	6	-0.3	5	41
COc1ccc(CNC(=O)C2CCN(S(=O)(=O)c3ccc(Br)s3)CC2)cc1	12	32	·	101	0	-7	4	-2	-1.0	-11	·
O=C(O)c1ccc(/C=N/n2c(C3CCCCC3)n[nH]c2=S)cc1	2	22	-7	95	-3	-11	1	-10	1.1	-12	7
CCS(=O)(=O)c1ccc(Sc2nncn2C)c([N+](=O)[O-])c1	6	-4	-17	108	9	-8	-1	-7	-1.2	7	17
CCCNC(=O)c1cc(C)no1	-2	-1	-26	102	4	-12	-3	·	-0.1	-3	26
O=C(NCc1ccc(F)cc1)C(=O)NCC1OCCN1C(=O)c1cccs1 (configuration not stated)	-14	4	-8	97	8	-14	4	12	0.3	-4	8
CCOC(=O)C1CCCN(CCC(=O)Nc2c(C(=O)OC)[nH]c3cc(OC)ccc23)C1 (configuration not stated)	-3	-4	-11	88	-9	5	2	1	-2.9	-3	11
Cc1cc(NC(=O)CSc2nnc(-c3cccnc3)n2N)no1	-10	4	-20	103	-7	-21	3	-9	-0.5	-3	20
O=c1cc(CO)[nH]cc1OCc1ccccc1	0	61*	10	102	5	-18	0	7	1.0	2	-10
Cc1cc(C)n(-c2nc3ccccc3nc2Nc2ccc3[nH]c(=O)[nH]c3c2)n1	4	10	35	332	-8	17	0	10	-5.0	-2	-35
O=C(NCc1cccc(Cl)c1)C1CCN(c2nnc(N3CCCC3=O)s2)CC1	-4	-7	42	76	6	-7	·	·	-0.9	-5	-42
CCN1C(=O)[C@H]2[C@@H](c3ccc(-c4ccc(C(C)=O)cc4)c(OC)c3)N3CCCC[C@@]3(C(=O)OC)[C@H]2C1=O	-6	-2	-6	106	-1	18	·	3	-1.2	-3	6
Cc1ccc(OCC(=O)Nc2ccc(S(=O)(=O)Nc3cc(C)nc(C)n3)cc2)cc1	9	-4	-19	·	-1	1	1	3	-0.6	-19	19
CCN(CC)CCC(=O)Nc1cccc2c1C(=O)c1ccccc1C2=O	·	38	19	95	·	-19	35	·	-1.3	35*	-19
CC1CCC(NC(=O)c2ccc(CNc3c(NC4CCCCC4)c(=O)c3=O)cc2)CC1 (configuration not stated)	-6	-3	-5	95	8	-26	·	0	0.2	-3	5
COc1cc(OC)cc(C(=O)Nc2ccccc2-c2nnn(CC(N)=O)n2)c1	-1	-1	16	79	-6	5	-2	31	1.2	9	-16
O=S(=O)(NCC(c1ccc2c(c1)OCO2)N1CCOCC1)c1ccc(F)cc1 (configuration not stated)	-11	-5	-24	104	-7	-9	-2	-4	-0.1	4	24
COC(=O)Cc1ccc(NC(=O)c2ccc(C)c(C)c2)cc1	9	-8	40	91	1	-12	-3	?	0.5	-4	-40
CCN(C(=O)CN1C(=O)COc2ccc(S(=O)(=O)N3CCOCC3)cc21)c1ccc(OC)cc1	0	10	-7	94	0	-22	3	8	·	-6	7
CCOC(=O)c1c(C)nsc1NC(=O)C1CCCCC1	-3	-1	-4	108	-4	463	-4	·	1.1	-8	4
COc1ccccc1CCNC(=O)COc1cccc2c1OC(C)(C)C2	-6	0	8	92	-1	6	1	4	-5.6	-2	-8
Cc1cc(=O)oc2cc(OCC(=O)N3CCN(C(=O)C4COc5ccccc5O4)CC3)c(Cl)cc12 (configuration not stated)	5	-14	80*	81	-8	-10	0	6	2.1	-1	-80
CC1CC(C(F)F)n2nc(C(=O)Nc3sc4c(c3C#N)CCC(C(C)(C)C)C4)nc2N1 (configuration not stated)	5	2	45	101	1	-8	0	·	-0.1	-8	-45
COc1ccc(OC)c(C(C)NC(=O)Nc2cccc(C(C)=O)c2)c1 (configuration not stated)	-12	-1	6	97	-4	24	0	-5	-1.6	-8	-6
COc1cc(Cl)c(C)cc1NC(=O)COC(=O)c1cc[n+]([O-])cc1	2	-2	-26	108	12	-1	·	5	0.2	1	26
Cc1[nH]c2ccccc2c1/C=N/NC(=O)CNC(=O)Cc1ccccc1	-9	-10	-11	101	-5	-9	1	-21	0.4	0	11
COc1ccc(C(=O)NN(C)c2nc(C(F)(F)F)nc3ccccc23)cc1	-14	3	11	110	-7	26	-14	-40	-1.5	-16	-11
CCOC(=O)COc1ncn(-c2ccccc2)n1	8	-4	-33	108	-10	-2	4	1	0.4	-3	33
CC1CCN(S(=O)(=O)c2cn(CC(=O)Nc3cccc(C#N)c3)cn2)CC1	-20	0	-13	·	-9	-13	0	4	-1.0	-1	13
Fc1ccc(Nc2nc(-c3ccncc3)nc3ccccc23)cc1F	9	8	59	95	-13	-20	23	21	2.0	89*	-59
O=C(Cn1c2[n+](c3ccc(C(F)(F)F)cc31)CCCCC2)c1cccc([N+](=O)[O-])c1	2	15	-2	100	-2	-2	1	6	-0.5	-2	2
COc1ccc(CCN(C)C(=O)c2c(C)nn(-c3ccccc3)c2C)cc1OC	0	10	-4	·	-3	-16	-1	5	1.0	-1	4
CCCCCCCCC(=O)N/N=C/c1cccc(Br)c1	10	2	-4	101	-9	154	2	-8	0.3	-1	4
Cc1cc(C(=O)CN2C(=O)NC3(CCCCC3)C2=O)c(C)n1Cc1ccco1	-8	31	-16	99	6	83	·	?	-2.0	-6	16
CCCCNC(=O)Cn1cnc2ccc(S(=O)(=O)N3CCC(C)CC3)cc2c1=O	-3	14	-12	100	3	-7	0	-2	-0.1	-1	12
CCC1CCCCN1CCCNC(=O)c1ccc2c(=O)n(CCOC)c(=O)[nH]c2c1 (configuration not stated)	-1	-6	·	·	-2	161	1	-1	0.2	-2	·
CCCC(=O)Nc1nnc(/C=C/c2ccc(OC)cc2)s1	-1	-6	-3	95	-6	3	8	11	1.1	-4	3
Cc1ccc(OCCn2nc3ccccc3n2)c(C)c1	-12	-8	-1	·	1	32	-2	·	-0.9	-10	1
O=C(NCCCNC(=O)c1ccccc1Cl)c1cnccn1	-1	6	-6	85	-4	5	·	0	-1.8	9	6
CC1CC(C)CN(CCC(=O)Nc2ccc3c(c2)CCC3)C1 (configuration not stated)	-7	6	0	93	-17	-6	-1	2	0.3	-4	0
COc1ccc(NC(=O)CCCNC(=O)c2ccc(Cl)cc2)cc1S(=O)(=O)N1CCCCC1	2	-16	26	108	11	·	0	·	0.0	-4	-26
COc1ccc(-c2cc(=O)oc3c(C)c(OCC(=O)NCC4CCC(C(=O)O)CC4)ccc23)cc1 (configuration not stated)	1	0	-7	101	-8	-11	·	-6	-1.3	1	7
Cc1ccc(S(=O)(=O)N2CCN(C(=O)c3c(-c4ccccc4)noc3C)CC2)c(C)c1	4	3	·	103	1	174	1	-4	-0.1	-14	·
